# KDM4E inh = blocks human JMJD2E demethylase activity. B2RXH2. Potency, µM (doses to about 57.1 µM), for inactives: at the top dose activity change, negative = inhibition, usual class: inhibitors. JMJD2E catalytic domain, FDH-coupled NADH fluorescence (FDH is formaldehyde dehydrogenase). actives 1.6% (n = 230,000); active means well fitted inhibition curve with a large enough effect, not every such curve was filed as active; inconclusive means small, poorly fitted or top-dose-only effect, or another doubt; inactive means no such curve, though single readings can be large or run the other way;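 further: 0% = wells with enzyme and -100% = buffer wells without enzyme; nearly all actives have a fitted effect of over 50% in size; many of its hits are not listed in these tables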
# Luc counter = Kinase-Glo luciferase inhibition (counter-screen); Kinase-Glo luciferase, ATP luminescence, 8 min; Potency, µM (highest dose often 38.3 µM), for inactives: at the highest dose activity change, negative = inhibition, most hits filed as inhibitors; actives 0.28% (n = 200,000); AID 1379; further: on the % scale 0 is the no-effect control and ±100 the full control effect; nearly all actives have a fitted effect of over 60% in size
#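 Luminescence was the read-out, taken after 8-minute incubation at ambient temperature. Luciferase turned over luciferin with 10 uM ATP in imidazole pH 7.2 buffer containing KCl, MgCl2, Tween 20 and BSA.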
# LMNA splice mod = modulators of lamin A splicing; actives 0.01% (n = 200,000); HeLa LMNA splicing GFP/RFP minigene ratio, 48 h; Potency, µM (titrated, usually from 46.1 µM), inactives show at the top dose ratio change, negative = inhibition, most hits filed as inhibitors; active means well fitted inhibition curve with a large enough effect in the signal ratio, with a control signal flat, not every such curve was filed as active; inconclusive means small, poorly fitted or top-dose-only effect, or effect the other way, or a change in a side signal; the % refers to the signal ratio; further: on the % scale 0 is the no-effect control and ±100 the full control effect
#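 Read-out is the ratio of GFP to DsRed2 object intensity, acquired by 488 nm laser-scanning cytometry on HeLa lamin A-EGFP minigene reporter cells. Compound incubation 48 hrs at 37 °C in Opti-MEM with 2% FBS; DMSO 0.5% final.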
# Tau fibril ThT = inhibitors of human tau fibril formation, thioflavin T binding. P10636. recombinant tau K18 P301L (four-repeat tau fragment), heparin-induced fibrillization, ThT fluorescence. Potency, µM (highest dose often 57.4 µM), inactives show top-dose activity, negative = inhibition, most hits filed as inhibitors. actives 2.1% (n = 270,000). AID 1460; further: on the % scale 0 is the no-effect control and ±100 the full control effect; nearly all actives have a fitted effect of over 55% in size
# Target sequence (P10636 561-689 P618L limits assumed): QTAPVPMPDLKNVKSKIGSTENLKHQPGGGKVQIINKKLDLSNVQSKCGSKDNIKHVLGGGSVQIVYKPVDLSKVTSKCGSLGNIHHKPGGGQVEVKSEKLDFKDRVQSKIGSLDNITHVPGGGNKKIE
#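 Heparin-induced (20 uM) aggregation of recombinant human K18 P301L tau, 15 uM unlabeled with 0.24 uM labeled, pH 7 acetate buffer, 6 hr at 37 C with compound. Fibrils quantified by 30 uM ThT fluorescence after 1 hr ambient incubation.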
# SMN2 splice up = enhancers of SMN2 splice variant expression; actives 2.8% (n = 210,000); Potency, µM (series often up to 46.1 µM), for the others: top-dose activity change, positive = activation, hits mostly activators; HEK293 SMN2-luciferase splicing reporter, luminescence, 30-36 h; further: % of control where 0% means no effect; nearly all actives have a fitted effect of over 55% in size
#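 qHTS luciferase splicing reporter: luminescence rises when SMN2 exon 7 is included in transfected HEK293 cells. Compound exposure lasted 30-36 h at 37C, with 4.5 mM final sodium butyrate as control, followed by a ONE-Glo read.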
# RECQ1 helicase = blocks DNA unwinding by human RECQ1; P46063; RECQ1 DNA unwinding, red fluorescence kinetic read; Potency, µM (top dose mostly 57.3 µM), without a hit: top-dose activity, negative = inhibition, most hits filed as inhibitors; actives 0.54% (n = 240,000); AID 2549;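 further: plate controls were vehicle for no effect and no enzyme for full effect; nearly all actives have a fitted effect of over 30% in size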
#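 RECQ1T1 50 nM; forked duplex (20 bp + 30-nt ss tails) 200 nM, ATP 2 mM final; pH 8.0, 2 mM MgCl2, 2.5 ug/ml poly(dI-dC); 15 min compound preincubation; discontinuous kinetic read over 2 h at RT.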
# L3MBTL1 inh = blocks human L3MBTL1; Q9Y468; AlphaScreen L3MBTL1–H3K9me1 peptide binding; Potency, µM (highest dose often 57.1 µM), inactives show top-dose activity, negative = inhibition, usual class: inhibitors; actives 0.66% (n = 230,000); AID 485360; further: on the % scale 0 is the no-effect control and ±100 the full control effect; nearly all actives have a fitted effect of over 60% in size
# Target sequence (Q9Y468 whole entry, looked up): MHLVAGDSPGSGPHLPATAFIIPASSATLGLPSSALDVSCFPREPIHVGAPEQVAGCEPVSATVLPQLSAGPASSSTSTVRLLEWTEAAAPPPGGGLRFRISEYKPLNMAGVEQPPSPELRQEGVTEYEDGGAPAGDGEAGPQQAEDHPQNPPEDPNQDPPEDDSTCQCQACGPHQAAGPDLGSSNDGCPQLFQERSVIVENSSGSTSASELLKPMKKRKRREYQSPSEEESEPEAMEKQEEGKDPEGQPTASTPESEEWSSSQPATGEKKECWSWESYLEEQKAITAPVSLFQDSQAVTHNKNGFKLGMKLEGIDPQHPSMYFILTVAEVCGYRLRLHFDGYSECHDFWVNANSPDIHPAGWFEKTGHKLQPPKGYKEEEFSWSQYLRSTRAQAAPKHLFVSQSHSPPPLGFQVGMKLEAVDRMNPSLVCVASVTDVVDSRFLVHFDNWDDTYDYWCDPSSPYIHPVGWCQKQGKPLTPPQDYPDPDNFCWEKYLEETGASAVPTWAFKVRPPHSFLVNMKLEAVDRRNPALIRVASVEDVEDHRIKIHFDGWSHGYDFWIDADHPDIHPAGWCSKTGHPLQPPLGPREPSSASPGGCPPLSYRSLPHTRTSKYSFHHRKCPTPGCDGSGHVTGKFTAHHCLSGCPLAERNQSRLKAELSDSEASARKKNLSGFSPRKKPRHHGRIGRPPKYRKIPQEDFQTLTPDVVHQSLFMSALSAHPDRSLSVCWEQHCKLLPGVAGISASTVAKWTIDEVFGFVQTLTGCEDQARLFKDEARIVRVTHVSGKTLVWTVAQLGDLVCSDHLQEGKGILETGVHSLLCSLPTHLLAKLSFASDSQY
#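 L3MBTL1 50 nM + b-AHA-H3(1-15)K9me1 75 nM, 30 min RT; compound added, 30 min RT; streptavidin donor/Ni-chelate acceptor beads 10 ug/mL each final, 30 min RT dark; AlphaScreen read.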
# ALDH1A1 inh = blocks purified human ALDH1A1 activity | P00352 | Purified ALDH1A1, NADH fluorescence, propionaldehyde substrate | Potency, µM (titrated, usually from 75.3 µM), without a hit: at the highest dose activity, negative = inhibition, actives largely listed as inhibitors | actives 7.3% (n = 220,000) | AID 1030; active means well fitted inhibition curve with a large enough effect, not every such curve was filed as active; inconclusive means small, poorly fitted or top-dose-only effect, or another doubt; inactive means no such curve, though single readings can be large or run the other way;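 further: plate controls were no enzyme wells and a reference inhibitor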
# The depositor's hits bear a star; i = inactive; ? = inconclusive; nt = no result given; [ ] = dose if it differs, or a comment. Unless noted, the call rests on the fitted dose curve; in most records, active means well fitted curve in the direction sought with a large enough effect; inconclusive means small, poorly fitted or top-dose-only effect, or another doubt; inactive means no such curve, though single readings can be large; an effect the other way counts as inactive or inconclusive. Potency means the concentration at half of the fitted maximal effect.
# Every second line gives: RECQ1 helicase | ALDH1A1 inh | Luc counter | SMN2 splice up | KDM4E inh | Tau fibril ThT | L3MBTL1 inh | LMNA splice mod
CC1Cc2cc(/C=C3/SC(=S)N(C)C3=O)ccc2O1 (stereo not given)
    -2% | nt | nt | nt | 1% | ? | -14% | nt
Cc1noc(/C=C/N(C)C)c1S(=O)(=O)N1CCCC(C(=O)NCc2ccco2)C1 (stereo not given)
    -6% | ? | 0% | 2% | ? | 28µM* | nt | -4%
CC[C@]1(O)C[C@@H]2CN(CCc3c([nH]c4ccccc34)[C@](C(=O)OC)(c3cc4c(cc3OC)N(C)[C@H]3[C@](O)(C(=O)OC)[C@@H](C(=O)OC)[C@@]5(CC)C=CCN6CC[C@@]43[C@@H]65)C2)C1
    ? | -8% | 11% | nt | -20% | -17% | nt | nt
O=C(CNCC1CCCO1)N1CCN(S(=O)(=O)c2ccc3ccccc3c2)CC1 (stereo not given)
    i | -12% | -1% | 3% | -21% | 6% | nt | 3%
COc1ccc(-c2[nH]ncc2-c2csc(C)n2)c(O)c1
    -6% | 9% | -1% | 6% | 0% | 7% | 3% | -11%
CN(C)/C=C(\C#N)S(=O)(=O)c1ccccc1
    i | 3% | 1% | 9% | 3% | -2% | 0%[11.4 µM] | -2%[46 µM]
c1ccc(CC2CCN(c3nc4ccccc4n4cnnc34)CC2)cc1
    i | ? | -6% | -16% | ? | ? | nt | ?
CCOc1ccc(/C=C(\C#N)C(=O)c2c(C)[nH]c3ccccc23)cc1OC
    -1% | 4% | 6% | -9% | -1% | ? | -14% | 5%
CC1CCCCN1S(=O)(=O)c1coc(C(N)=O)c1 (stereo not given)
    -6% | -33% | 6% | 5% | -2% | -5% | -14% | -1%
Cc1onc(-c2c(Cl)cccc2Cl)c1C(=O)N=S(C)(=O)c1ccccc1 (stereo not given)
    i | nt | nt | nt | 5% | -4% | -7% | nt
COc1ccc(CNCC(O)COc2cccc3c2OC(C)(C)C3)cc1 (stereo not given)
    -4% | -6% | 0% | -56%[inhibitor] | ? | -4% | nt | nt
COc1cc(NC(=O)CCCC(=O)OCC(F)(F)C(F)F)nc(OC)n1
    -1% | -22% | 14% | 1% | -3% | -4% | ? | 2%
CC(=O)Nc1ccc2nc(NS(=O)(=O)c3ccc(C)cc3)sc2c1
    i | -1% | nt | nt | -1% | ? | 5% | nt
CCn1c(Cl)c(C=O)s/c1=N\S(=O)(=O)c1ccccc1
    -3% | nt | nt | nt | 6% | 8.9µM* | -17% | nt
COC(=O)CCc1nc2ccccc2nc1OC
    -7% | -3% | -2% | nt | ? | -8% | 4% | 16%[46 µM]
O=C(NCc1ccccn1)C1CCCCC1
    -12% | 2% | -2% | -8% | 10% | -5% | nt | 18%[46 µM]
CCOc1ccc2nc(NCCNC(=S)NCCCN(C)C)c(C#N)cc2c1
    14% | 3% | -1% | nt | ? | -6% | 7% | ?
CCO[C@@H]1OC(C(=O)N2CCN(Cc3ccc4c(c3)OCO4)CC2)=C[C@H](C2CC2)[C@H]1CCCO
    -12% | -5% | nt | nt | 5% | -4% | -1% | nt
COC(=O)Cc1ccc2c3ccccc3n(C)c2c1
    -14% | -6% | -1% | 10% | -6% | ? | 16% | 9%
COc1cc(NC(=O)Cc2nn(C)c(=O)c3ccccc23)cc(OC)c1OC
    0% | 3% | 0% | -74%[inhibitor] | -4% | 0% | 9%[11.4 µM] | ?

# (further entries)
# Every second line gives: RECQ1 helicase | ALDH1A1 inh | Luc counter | SMN2 splice up | KDM4E inh | Tau fibril ThT | L3MBTL1 inh | LMNA splice mod
O=C(c1ccccc1)c1ccccc1C(=O)N1CCN(C(=O)c2ccccc2)CC1
    i | 6% | 2% | 1% | -5% | 2% | -1% | -24%[46 µM]
COc1ccc(S(=O)(=O)Nc2c(C(=O)O)[nH]c3ccccc23)cc1OC
    -17% | -16% | -3% | 19% | ? | ? | -9% | -5%
O=C(CSc1ccc(Cl)cc1)Nc1ccc(N2CCN(C(=O)c3ccc(Cl)cc3)CC2)cc1
    -9% | -2% | -1% | -11% | -4% | ? | -6% | 6%
S=c1[nH]nc(COc2ccccc2)n1C1CCCCC1
    -3% | ? | 3% | -15% | -21% | 1% | -2%[11.4 µM] | 3%
O=C(NNC(=S)NC(=O)c1cccs1)c1ccc(NC(=O)c2ccccc2)cc1
    -5% | ? | -1% | -29% | ? | ? | 9% | ?
CCOC(=O)c1ccc(N2Cc3ccccc3C2=N)cc1
    i | 11% | 0% | 0% | -1% | -3% | nt | 7%
Cc1ccc(-c2nnc(SCC(=O)Nc3ccc(N4CCOCC4)cc3)o2)cc1
    -2% | 8% | 0% | -14% | 8% | ? | 4% | 4%[0.0737 µM]
O=C(NCCc1ccccc1)c1c(O)c2cccc3c2n(c1=O)CC3
    -6% | ? | 3% | 19% | ? | ? | nt | ?
CCn1cc(C(=O)N2CCN(c3ccccn3)CC2)c(=O)c2cc(S(=O)(=O)N(C)C3CCCCC3)ccc21
    -2% | -12% | 0% | 0% | 4% | -10% | nt | nt
CC(C)OC(=O)c1nnc(Cc2ccc(Cl)cc2)o1
    -5% | 7% | 1% | 3% | 2% | -11% | 16% | 0%
O=C(N/N=C/C(Br)=C/c1ccccc1)c1cc(-c2ccco2)[nH]n1
    i | -13% | 1% | 13% | -14% | -8% | -24% | ?
COc1ccccc1NS(=O)(=O)c1ccc(NN=C2CCCC2)c([N+](=O)[O-])c1
    -2% | ? | nt | nt | -7% | ? | -21% | ?
O=C(CN1CCNCC1)NCCSc1ccc(Cl)cc1
    9% | -33% | -1% | 5% | 3% | 1% | -5% | nt
Cc1oc(-c2ccc(Cl)cc2)nc1CN1CCCC(C(=O)NCc2ccco2)C1 (stereo not given)
    10% | 5% | -6% | -21% | 2% | -12% | -7% | ?
CC(C)N1CCN(c2ccc(OC[C@@H]3CO[C@@](Cn4cncn4)(c4ccc(Cl)cc4Cl)O3)cc2)CC1
    -9%[25.9 µM] | 6%[20.9 µM] | 2%[17.1 µM] | -11%[20.6 µM] | 2%[25.5 µM] | nt | nt | ?
Cc1ccc(NC(=O)CC2S/C(=N/N=C/c3c[nH]c4ccccc34)NC2=O)cc1 (stereo not given)
    -1% | -2% | 4% | 6% | ? | -5% | 8% | -9%
COc1cc(SC#N)ccc1N=Cc1c(C)[nH]n(-c2cccc3ccccc23)c1=O
    -5% | 0.45µM* | 0% | -8% | 0% | 7.9µM* | 34%[activator] | 4%
COc1ccc(N(C(C)=O)S(=O)(=O)c2cccs2)cc1
    -1% | -6% | 7% | -22% | 17% | -5% | -2% | -8%
Cc1cccc(C)c1NC(=O)N1CCCC1C(=O)Nc1ccc(-n2cnnn2)cc1 (stereo not given)
    2% | 12% | 2% | 1% | 4% | -4% | 8% | 16%[46 µM]
C=CCn1c(C)cc(-c2csc(NC)n2)c1C
    -5% | ? | -12% | -16% | -24% | 5% | ? | -1%[46 µM]

# Further structures.
# Every second line gives: RECQ1 helicase | ALDH1A1 inh | Luc counter | SMN2 splice up | KDM4E inh | Tau fibril ThT | L3MBTL1 inh | LMNA splice mod
Fc1ccc(N2N=C(c3cccs3)CC2c2ccco2)c(F)c1 (stereo not given)
    i | ? | -2% | -9% | ? | -10% | 169%[activator] | 11%
Cc1ccc(C(=O)N2CCN(c3cnn(C)c(=O)c3Cl)CC2)cc1
    0% | ? | -1% | 7% | -5% | 0% | -2% | -3%[46 µM]
CCC1S/C(=C(\C#N)C(N)=O)N(c2ccc(F)cc2)C1=O (stereo not given)
    i | 5% | 1% | -14% | -4% | 2% | 6% | 14%
O=C1CN=C(Nc2ccccc2Cl)N1c1ccccc1
    i | ? | -10% | 10% | 2% | 0% | 25% | -16%
CCOc1ccc(NC(=O)CCN2CCN(S(=O)(=O)c3ccc(OC)cc3)CC2)cc1
    -8% | -7% | -5% | -15% | 4% | -14% | nt | -15%
O=C(CSc1ccc(Cl)cc1)NCc1ccco1
    5% | -9% | -1% | nt | -4% | 7% | 26% | nt
CC(C)(C)CC(C)(C)NCC(O)COCCOc1ccc(Br)cc1 (stereo not given)
    4% | ? | -1% | -95%[inhibitor] | -2% | -1% | -10% | -11%
CCC(=O)N(Cc1ccc(C)cc1)Cc1cc2cc3c(cc2[nH]c1=O)OCO3
    -6% | -4% | 0% | -28% | ? | -9% | nt | 9%

# Among those listed so far, these have an NH in an aromatic ring:
# Every second line gives: RECQ1 helicase | ALDH1A1 inh | Luc counter | SMN2 splice up | KDM4E inh | Tau fibril ThT | L3MBTL1 inh | LMNA splice mod
CC[C@]1(O)C[C@@H]2CN(CCc3c([nH]c4ccccc34)[C@](C(=O)OC)(c3cc4c(cc3OC)N(C)[C@H]3[C@](O)(C(=O)OC)[C@@H](C(=O)OC)[C@@]5(CC)C=CCN6CC[C@@]43[C@@H]65)C2)C1
    ? | -8% | 11% | nt | -20% | -17% | nt | nt
COc1ccc(-c2[nH]ncc2-c2csc(C)n2)c(O)c1
    -6% | 9% | -1% | 6% | 0% | 7% | 3% | -11%
CCOc1ccc(/C=C(\C#N)C(=O)c2c(C)[nH]c3ccccc23)cc1OC
    -1% | 4% | 6% | -9% | -1% | ? | -14% | 5%
COc1ccc(S(=O)(=O)Nc2c(C(=O)O)[nH]c3ccccc23)cc1OC
    -17% | -16% | -3% | 19% | ? | ? | -9% | -5%
S=c1[nH]nc(COc2ccccc2)n1C1CCCCC1
    -3% | ? | 3% | -15% | -21% | 1% | -2%[11.4 µM] | 3%
O=C(N/N=C/C(Br)=C/c1ccccc1)c1cc(-c2ccco2)[nH]n1
    i | -13% | 1% | 13% | -14% | -8% | -24% | ?
Cc1ccc(NC(=O)CC2S/C(=N/N=C/c3c[nH]c4ccccc34)NC2=O)cc1 (stereo not given)
    -1% | -2% | 4% | 6% | ? | -5% | 8% | -9%
COc1cc(SC#N)ccc1N=Cc1c(C)[nH]n(-c2cccc3ccccc23)c1=O
    -5% | 0.45µM* | 0% | -8% | 0% | 7.9µM* | 34%[activator] | 4%
CCC(=O)N(Cc1ccc(C)cc1)Cc1cc2cc3c(cc2[nH]c1=O)OCO3
    -6% | -4% | 0% | -28% | ? | -9% | nt | 9%

# This is a subset; the hit share may differ from the screen's.
